# PDI inh: inhibitors of human protein disulfide isomerase; PDI insulin aggregation turbidity, A650, 90 min; inhibition, % at 10 µM; actives 0.052% (n = 350,000);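 active = mean inhibition across replicates of 30% or more, whatever share of single replicates reach that level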;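 also: absorbance from insulin aggregation driven by PDI reduction with DTT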
# Target sequence (P07237 whole entry, looked up): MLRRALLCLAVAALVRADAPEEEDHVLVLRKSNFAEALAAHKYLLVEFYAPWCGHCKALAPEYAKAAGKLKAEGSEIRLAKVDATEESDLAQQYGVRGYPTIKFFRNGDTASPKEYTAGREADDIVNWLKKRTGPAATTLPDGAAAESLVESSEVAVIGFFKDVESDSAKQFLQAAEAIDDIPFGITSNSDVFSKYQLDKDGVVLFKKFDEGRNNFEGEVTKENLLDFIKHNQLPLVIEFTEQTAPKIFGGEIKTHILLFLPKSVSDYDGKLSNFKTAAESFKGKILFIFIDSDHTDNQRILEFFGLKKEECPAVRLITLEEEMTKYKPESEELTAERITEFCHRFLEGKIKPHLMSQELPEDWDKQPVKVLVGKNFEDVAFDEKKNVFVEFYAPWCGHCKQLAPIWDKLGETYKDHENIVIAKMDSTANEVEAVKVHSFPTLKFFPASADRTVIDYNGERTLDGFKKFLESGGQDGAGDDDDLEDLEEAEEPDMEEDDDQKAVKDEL
# HTR2A ag: activates the mouse 5-HT2A serotonin receptor; AID 624169; CHO-K1 mHTR2A beta-arrestin complementation, luminescence; percent of 30 µM serotonin response; actives 0.66% (n = 360,000); P35363; activation, % at 7.6 µM;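 active = activation above a run cutoff, the mean activation of all tested compounds plus 3 SD, cut at about 14% in these data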;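 also: 0% = plate median of compound wells and 100% = 30 µM serotonin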
# H9c2 protect: myocardial damage modulation in H9c2 cells; AID 588492; H9c2 cardiomyocytes, H2O2 injury protection, ATPLite, 2 h; protection from H2O2 cell death, % at 20 µM; actives 0.63% (n = 360,000);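 active = compounds giving at least 50% protection of heart cells from peroxide-induced death in the single-dose screen, raw or plate-pattern-corrected value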;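 also: 0% = DMSO wells with peroxide and 100% = DMSO wells without peroxide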
# N-glyco inh: blocks N-linked glycosylation in D54 reporter cells; D54 ERlucT glycosylation luciferase reporter, 24 h; percent of 100 nM tunicamycin response; reporter increase, % at 12.5 µM; actives 0.23% (n = 360,000);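 active = mean luciferase reporter signal, scaled so untreated is 0 and the glycosylation-blocking control 100, at or above a set limit in every replicate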;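 also: luciferase carries N-glycosylation sites so blocking glycosylation raises the light; 0% = median of neutral control wells and 100% = median of 100 nM tunicamycin wells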
# MC4R antag cAMP: antagonists of human melanocortin 4 receptor (MC4R); actives 0.48% (n = 360,000); MC4R-expressing cells, MTII-stimulated cAMP, LANCE TR-FRET; inhibition, % at 6.5 µM;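 active = inhibition above its plate's cutoff, the mean of tested wells on that plate plus 3 SD, cut at about 29% in these data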;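 also: 0% = Melanotan II alone and 100% = Melanotan II plus saturating MCL0020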
# Target sequence (P32245 whole entry, looked up): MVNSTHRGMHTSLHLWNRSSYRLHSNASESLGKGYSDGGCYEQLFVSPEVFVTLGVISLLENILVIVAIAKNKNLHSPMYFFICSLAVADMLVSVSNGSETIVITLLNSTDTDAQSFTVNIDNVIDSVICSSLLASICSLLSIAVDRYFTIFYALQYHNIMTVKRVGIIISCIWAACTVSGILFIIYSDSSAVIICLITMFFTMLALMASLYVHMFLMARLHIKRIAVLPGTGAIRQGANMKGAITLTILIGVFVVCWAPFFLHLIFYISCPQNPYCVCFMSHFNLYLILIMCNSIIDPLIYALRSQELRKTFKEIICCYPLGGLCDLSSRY
#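 Material – human MC4R-expressing U2OS cells · Repeats – no replicates · Detection – TR-FRET with Eu-cAMP and labeled anti-cAMP, 671 nm · Times – compound 30 min, challenge 1 h, detection 1 h · Compound – single nominal compound dose of 6.5 µM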
# ABHD5-PLIN5 inh: inhibitors of human ABHD5-perilipin-5 interaction; inhibition, % at 4 µM; AID 602281; Q00G26+Q8WTS1; Split G. princeps luciferase complementation, luminescence, 4 h; actives 0.78% (n = 360,000);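 active = inhibition above the mean inhibition across every tested compound plus 3 SD, cut at about 22% in these data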;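 also: 0% = DMSO only wells and the 100% control is not disclosed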
# ABCB6 inh MLPCN: human ABCB6 transporter inhibition | fluorescence ratio to DMSO, % at 10 µM | actives 0.19% (n = 360,000) | K562-ABCB6 porphyrin accumulation, flow cytometry, 1 h; hits give low values | Q9NP58 | AID 602162;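 active = fluorescence ratio to DMSO below 75%, the collection mean minus 3 SD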;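 also: signal is porphyrin accumulated inside mitochondria; 100% equals median channel fluorescence of DMSO control wells; lower ratio means ABCB6 inhibition with less porphyrin fluorescence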
# MC4R barr agon: agonists of human melanocortin 4 receptor (MC4R) beta-arrestin; actives 0.98% (n = 360,000); activation, % at 8.9 µM; U2OS MC4R beta-arrestin complementation, luminescence; percent of melanotan II response, DMSO zero; P32245; AID 540308;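 active = activation above a per-plate cutoff, the mean activation of sample wells on that plate plus 3 SD, cut at about 8% in these data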
# Exocytosis inh: lytic granule exocytosis inhibition | inhibition, % at 10 µM | actives 0.66% (n = 360,000) | TALL-104 LAMP-1 surface exposure, flow cytometry; cells stimulated with thapsigargin and PMA;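 active = inhibition above about 55%, limit read from the data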
# CaV13 FRET inh: Disruptors of the CACNA1D IQ motif to Ca2+-dependent inactivation inhibitor domain association, primary screening, Förster resonance energy transfer in intact living …; HEK cells, CFP/YFP FRET ICDI-IQ, plate reader, 10 min; percent FRET-ratio fall versus neutral wells; inhibition, % at 12.3 µM; actives 0.098% (n = 340,000); AID 743397;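 active = mean replicate inhibition of at least 30% and at least 1% of replicates passing that level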;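 also: 0% = median of the neutral control wells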
# Starred values were filed as active, the others as inactive; · = no result given; & = joins results of further samples.
nr	smiles	PDI inh	HTR2A ag	H9c2 protect	N-glyco inh	MC4R antag cAMP	ABHD5-PLIN5 inh	ABCB6 inh MLPCN	MC4R barr agon	Exocytosis inh	CaV13 FRET inh
1	COc1ccc(-c2cc(C(=O)N3CCCC3)no2)cc1OC	7	22*	1	-1	6	-16	95	-0.5	-9	-4
2	CC(NC(=O)CN1CCN(c2cccc(Cl)c2)CC1)c1ccccc1 (centres undefined)	-3	-8	0	1	1	11	101	1.6	28	-5
3	COc1ccc(-n2ccnc2SCC(=O)NCc2ccccc2)c(OC)c1	2	3	-1	-2	12	4	94	0.8	1	-2
4	Cc1cc(C)n2nc(CC(=O)NNC(=O)COc3ccccc3)nc2n1	-1	2	-1	-1	1	0	100	0.9	0	-5
5	O=C(Nc1cccc2nsnc12)c1cccs1	-9&-1	-2&10	1&6	3&-3	-1&2	-6&1	99&100	-0.2&-1.8	-1&-4	-5&-5
6	Cc1nc(N)[nH]c(=O)c1CC(=O)OCCCl	-3	7	-4	1	14	-2	95	-2.5	-4	-1
7	Cc1cccc(NC(=O)C2CCN(S(=O)(=O)c3cccc4nonc34)CC2)c1	-5	-7	15	-2	-2	-2	97	1.5	0	-7
8	O=C(O)c1ccc(-c2ccc(/C=N/Nc3ccc([N+](=O)[O-])cc3)o2)cc1	-3	-1	6	-1	-7	9	209	0.7	23	-55
9	COc1ccccc1N1CCN(S(=O)(=O)c2ccc(Cl)cc2)CC1	-4	0	1	-2	20	11	94	-1.5	14	-4
10	O=C(NC(=S)Nc1ccc2c(c1)OCO2)c1ccc(Cl)cc1	-3	4	-5	-3	-6	3	90	11*	-1	-6
11	CCN(C(=O)COC(=O)c1c2c(nc3ccccc13)/C(=C/c1ccccc1)CC(C)C2)C1CCS(=O)(=O)C1 (centres undefined)	-14	1	2	3	10	9	100	0.5	1	-4
12	COc1ccccc1NC(=O)CSc1ccc(-c2cccs2)nn1	-2	-8	0	-3	7	0	96	-0.3	-1	-5
13	Clc1ccc(/C=C/c2nc3ccccc3[nH]2)cc1	7	-4	-24	-14	4	-1	100	0.4	2	-5
14	COC(=O)C1CCN(CC(=O)Nc2sc3c(c2C#N)CCC3)CC1	-5	-3	-6	-1	1	-4	95	-0.2	2	0
15	CCOc1ccc(-n2c(C)c(C(C)=O)c3cc(O)ccc32)cc1	2	-2	27	-12	17	-5	102	3.6	-11	-3
16	CCC1CCCCN1Cc1nc2c(c(=O)n(C)c(=O)n2C)n1CCC(C)C (centres undefined)	·	20*	3	0	13	-1	98	0.0	-3	-3
17	O=C1CCCN1CCCNC(=S)Nc1ccc(F)cc1	10	-2	-3	1	4	-5	102	-1.1	1	0
18	CSc1nc(Nc2ccc(Cl)cc2)c(C#N)c(=O)[nH]1	-5	1	-6	2	-1	6	97	1.1	19	-4
19	O=C(c1cc2cc(Br)ccc2oc1=O)N1CCN(c2ccccn2)CC1	-5	1	4	1	-4	-1	96	0.4	-2	-5
20	Cc1cc(NS(=O)(=O)c2ccc(NC(=O)c3cc4ccccc4o3)cc2)nc(C)n1	21	2	12	1	2	-3	107	-1.2	-4	·
21	NNC(=O)c1csc(-c2ccc(C(F)(F)F)cc2Cl)n1	3	1	5	2	11	4	101	-0.6	-4	-5
22	COc1cccc(CNC(=O)C2CCN(S(=O)(=O)c3ccccc3)CC2)c1	-2	-5	-1	-2	3	-5	95	-1.1	-12	-4
23	O=C(Cn1cnc([N+](=O)[O-])n1)NCCc1ccccc1	11	3	1	2	7	-1	100	-0.7	-1	-5
24	C=CCNC(=O)C1CCN(c2nc(C)cc(-c3ccccc3)n2)CC1	1	-2	0	0	-7	2	99	-1.2	-1	-9
25	CC1(C(=O)NS(=O)(=O)c2ccc(Cl)cc2)CCN1C(=O)C1(c2ccc(Cl)cc2)CCC1 (centres undefined)	11	3	-6	2	4	-7	97	1.3	3	-6
26	CC1(C)OC2OC(C3COC(=O)O3)C(OC(=O)c3ccccc3)C2O1 (centres undefined)	13	-1	2	0	-1	2	102	-0.1	2	-6
27	Cc1nnc(N2C(=O)C(=O)/C(=C(/O)c3ccc4c(c3)OCCO4)C2c2ccc(F)cc2)s1 (centres undefined)	-4	6	3	1	16	7	106	-1.0	3	-10
28	OC(c1cccc(CN2CCCCC2)c1)c1ncc(-c2cccc(C(F)(F)F)c2)[nH]1 (centres undefined)	0	-4	0	-5	1	0	92	-2.3	8	-4
29	Cc1ccc(C(=O)NCCSCc2ccccc2)cc1[N+](=O)[O-]	1	-8	-4	-2	12	-3	99	-1.3	-5	-17
30	COc1cc2c(cc1OC)C(c1ccc(-c3ccc(Cl)cc3Cl)o1)=NCC2	-20	-5	-17	-9	-10	5	90	12*	35	-7

# Whole records, quoted from the list. Order of values: PDI inh	HTR2A ag	H9c2 protect	N-glyco inh	MC4R antag cAMP	ABHD5-PLIN5 inh	ABCB6 inh MLPCN	MC4R barr agon	Exocytosis inh	CaV13 FRET inh
# COc1cccc(CNC(=O)C2CCN(S(=O)(=O)c3ccccc3)CC2)c1 is listed with -2	-5	-1	-2	3	-5	95	-1.1	-12	-4
# OC(c1cccc(CN2CCCCC2)c1)c1ncc(-c2cccc(C(F)(F)F)c2)[nH]1 (centres undefined) is listed with 0	-4	0	-5	1	0	92	-2.3	8	-4

# Next records follow.
nr	smiles	PDI inh	HTR2A ag	H9c2 protect	N-glyco inh	MC4R antag cAMP	ABHD5-PLIN5 inh	ABCB6 inh MLPCN	MC4R barr agon	Exocytosis inh	CaV13 FRET inh
31	C[C@H](CO)N1C[C@H](C)[C@@H](CN(C)S(=O)(=O)c2cccs2)Oc2ccc(NC(=O)CCC(F)(F)F)cc2C1=O	-1	-1	1	1	2	4	97	0.6	26	-6
32	COc1ccc(-c2oc(=O)n(C)c2-c2ccc(OC)cc2)cc1	1	-8	-2	6	3	5	92	-2.4	-14	-19
33	CCC(=O)N/N=C(\C)CC(=O)Nc1ccccc1-c1ccccc1	7	0	1	0	3	-5	103	-0.7	2	-19
34	N#Cc1c(N2CCCCC2)nc(N)c2c(N)nc3c(c12)CC(CCl)O3 (centres undefined)	0	3	-4	5	20	-6	101	4.0	2	-2
35	O=C(c1c[nH]c(C(=O)C(Cl)(Cl)Cl)c1)c1ccc(F)cc1Cl	8	2	-5	7	4	2	97	-1.7	22	-4
36	CCSc1nnc(-c2ccccc2NC(=O)CC)c(=O)[nH]1	-7	-2	4	0	-2	3	97	-1.3	0	-4
37	c1ccc(CSCc2cn3ccsc3n2)cc1	-1	-1	8	2	7	-4	104	-1.4	-2	·
38	Cc1ccc(S(=O)(=O)NCc2nnc(SCC(=O)Nc3cccc(C)c3C)n2C)cc1	2	2	3	2	-1	2	93	-2.9	4	-8
39	COc1ccccc1N1CC(C(=O)Nc2nnc(SCc3ccccn3)s2)CC1=O (centres undefined)	13	0	9	2	-3	0	88	-2.4	-1	-2
40	CSc1nccc(Nc2ccccc2)c1C#N	-6	0	29	0	-3	5	101	-0.6	-1	-1
41	CCOc1cccc(C2C(C#N)=C(N)Oc3cc(C)n(Cc4ccccn4)c(=O)c32)c1OCC (centres undefined)	7	2	3	0	18	-2	101	1.3	-4	-1
42	Cc1ccc(S(=O)(=O)N2C3CCCCC3O[C@H]2CC(=O)OCc2ccccc2)cc1 (some centres undefined)	·	-4	·	·	·	-11	·	·	-12	-9
43	O=C(c1ccc(F)cc1)C1CCN(Cc2cn[nH]c2-c2ccc(F)cc2)CC1	-3	-5	-1	-1	4	-3	104	6.7	20	-11
44	COc1ccc(NC(=S)NC(=O)/C=C/c2cccs2)cc1	0	5	-8	2	10	-6	105	7.4	-14	-1
45	CCCNC(=O)CSc1nc2[nH]ncc2c(=O)[nH]1	-10	-2	-2	1	14	2	100	-0.3	1	-5
46	Cc1ccc(C2OCC3(CO)COC(c4ccc(C)cc4)N23)cc1 (centres undefined)	2	-3	-3	-2	1	-2	98	0.2	-6	-5
47	COc1ccccc1NC(=O)c1ccc(NC(=O)CSc2n[nH]c(N)n2)cc1	13	1	5	4	-3	-3	100	-1.6	-2	-2
48	COc1ccc(C(=O)Nc2ccc(Cl)cc2C(=O)NCCN2CCOCC2)cc1	9	-7	-3	-1	1	-1	97	-1.0	3	-4
49	Nc1ncnc2c1ncn2[C@@H]1O[C@H](CNCC#Cc2ccccc2)[C@@H](O)[C@H]1O	5	-3	-11	2	11	4	100	-0.8	-1	·
50	Cc1cccc(OCc2nc(C)cc(=O)[nH]2)c1	-8	0	16	0	-3	3	100	-1.4	-2	-2
51	CC1(C(=O)NS(=O)(=O)c2ccccc2C(F)(F)F)CCN1C(=O)CC1CCCC1 (centres undefined)	9	5	8	3	-2	-7	102	-3.5	6	-9
52	CC1(C)C(=O)Nc2ccccc2N1C(=O)c1ccc([N+](=O)[O-])cc1	-4	-3	5	1	-7	1	93	0.2	3	-21
53	Cc1n[nH]c(C)c1S(=O)(=O)N1CCCC(C(=O)NCc2ccccc2Cl)C1 (centres undefined)	8	-1	-2	1	14	-1	99	-2.0	6	-5
54	C=CCNC(=O)C12CC3(C)CC(C)(CC(C)(C3)C1)C2	4	-1	-7	0	10	3	98	-1.0	-2	·
55	O=C(CSc1nc2ccccc2c(=O)n1CC1CCCCC1)N1CCOCC1	2	10	6	2	11	4	104	-2.0	-2	0
56	CCN(C(=O)COC(=O)C1=COCCO1)c1c(N)n(Cc2ccccc2)c(=O)[nH]c1=O	0	1	1	1	3	-12	99	-0.4	-4	-4
57	COc1ccc(C(=O)Nc2ccc(O)c3ccccc23)cc1OC	16	-2	-4	7	4	11	98	-2.6	9	-20
58	Cc1ccc(C(=O)CC2(O)C(=O)Nc3ccccc32)s1 (centres undefined)	-2	0	3	1	16	2	98	-2.2	-1	-6
59	COc1ccccc1NC(=O)NNC(=O)c1ccc2ccccc2c1	-12	10	0	4	11	-8	96	-3.6	-3	-5
60	COC(=O)c1ccc(C)c(NC(=O)CN2C(=O)c3ccccc3S2(=O)=O)c1	-1	4	-5	2	8	-7	105	-2.6	-4	0
61	CNC[C@@H]1Oc2c(NS(C)(=O)=O)cccc2C(=O)N([C@@H](C)CO)C[C@H]1C	-2	10	8	3	3	-1	95	-0.5	-5	-5
62	CCOc1ccc(CCNC(=O)Cn2cccc2C(=O)c2ccccc2C)cc1OCC	7	0	-3	-3	10	-11	100	-0.8	-1	-6
63	O=C(Nc1ccc2c(c1)OCCO2)c1cccc(S(=O)(=O)N2CCOCC2)c1	-3	-1	0	0	3	3	103	-0.5	1	-4
64	CC(=O)Nc1nnc(SCc2ccccc2F)s1	-3	2	5	-1	11	0	96	-1.0	-2	-5
65	CCN(CC)S(=O)(=O)c1cccc(-c2nnc(SCC(=O)NC3CCCC3)n2N)c1	6	0	2	1	6	0	94	-1.3	-2	-5
66	Cc1nc(NC(=O)C23CCC(C)(C(=O)O2)C3(C)C)sc1C (centres undefined)	-2	-2	-3	-1	5	-3	87	-1.4	0	0
67	COc1ccc(C2/C=C\CN(S(=O)(=O)c3ccc(C)cc3)CC(=O)N2Cc2ccc(F)cc2)cc1 (centres undefined)	5	-1	10	-4	3	-5	94	-0.9	-3	-5
68	COC(=O)c1c(C)[nH]c(C(=O)CN2CCOCC2)c1C	2	-2	10	1	4	1	94	-1.1	2	-4

# Compound activity: PubChem, several laboratories
